Compound activity deposited in PubChem BioAssay by several laboratories.
GSH bead fluor: compound fluorescence on glutathione beads, profiling panel, artefact control, biophysical, 488/530 nm, flow cytometry; GSH beads flow cytometry, compound fluorescence 488/530 nm; active compounds read high; fluorescence (KMESF) at 10 µM; AID 1776, 2009; hit rate 0.25% among 190,000; in the data active means fluorescence above about 89;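 further: glutathione beads carrying GST-tagged Bcl family fusion proteins plus one bare bead set; values are compound well signal with DMSO vehicle wells as background; inactives centre near 16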
Rab2 wt GTP: modulators of GTP binding to Rab2A wildtype, primary screen, biochemical, dog, bead-based flow cytometry, multiplex | GST-Rab2 wt beads, Bodipy-GTP binding | hit rate 0.19% among 190,000 | GTP binding activity, % at 10 µM | Ras-related protein Rab-2A (Canis lupus familiaris), P61105;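 active means GTP binding activity at least 20 points away from 100%, either lowered or raised; inconclusive means signal likely due to the compound's own green fluorescence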;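 further: 0% = beads with excess unlabeled GTP and 100% = no-compound control corrected for plate trend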
Avidin fluor: green autofluorescence of compounds with avidin beads – biophysical, 488/530 nm, flow cytometry, artefact control, profiling panel. hit rate 0.38% among 220,000. fluorescence (KMESF) at 10 µM. compound fluorescence 488/530 nm; active compounds read high; in the data active means fluorescence above about 47; further: inactives centre near 10
HRas wt GTP: modulators of GTP binding to HRas wildtype, primary screen, biochemical, bead-based flow cytometry, multiplex; GTPase HRas (Homo sapiens), P01112; GST-Ras wt beads, Bodipy-FL-GTP binding; actives lie on both sides; GTP binding activity, % at 10 µM; hit rate 0.14% among 190,000; AID 759, 2007;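 active means GTP binding activity at least 20% away from the 100% baseline, either lowered as inhibitor or raised as activator; inconclusive means flagged as likely green fluorescent, judged across all proteins in the well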;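 further: 0% = unlabeled GTP competition control and 100% = no-compound control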
Target sequence (P01112 whole entry, looked up): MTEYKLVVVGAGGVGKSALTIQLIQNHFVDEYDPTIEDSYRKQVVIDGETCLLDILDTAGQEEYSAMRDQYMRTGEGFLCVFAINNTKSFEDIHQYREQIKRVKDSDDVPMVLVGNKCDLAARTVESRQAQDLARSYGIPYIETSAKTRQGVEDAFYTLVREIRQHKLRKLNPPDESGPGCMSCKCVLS
ABCG2 block: ABCG2 efflux pump inhibitors, primary screen, multiplex with ABCB1, IgMXP3 cells, flow cytometry. JC-1 efflux. Broad substrate specificity ATP-binding cassette transporter ABCG2 (Homo sapiens), Q9UNQ0. hit rate 0.1% among 190,000. inhibition, % at 6.6 µM;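 active means inhibition above 80%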;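 further: 0% = DMSO and 100% = nicardipine control wells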
Target sequence (Q9UNQ0 whole entry, looked up): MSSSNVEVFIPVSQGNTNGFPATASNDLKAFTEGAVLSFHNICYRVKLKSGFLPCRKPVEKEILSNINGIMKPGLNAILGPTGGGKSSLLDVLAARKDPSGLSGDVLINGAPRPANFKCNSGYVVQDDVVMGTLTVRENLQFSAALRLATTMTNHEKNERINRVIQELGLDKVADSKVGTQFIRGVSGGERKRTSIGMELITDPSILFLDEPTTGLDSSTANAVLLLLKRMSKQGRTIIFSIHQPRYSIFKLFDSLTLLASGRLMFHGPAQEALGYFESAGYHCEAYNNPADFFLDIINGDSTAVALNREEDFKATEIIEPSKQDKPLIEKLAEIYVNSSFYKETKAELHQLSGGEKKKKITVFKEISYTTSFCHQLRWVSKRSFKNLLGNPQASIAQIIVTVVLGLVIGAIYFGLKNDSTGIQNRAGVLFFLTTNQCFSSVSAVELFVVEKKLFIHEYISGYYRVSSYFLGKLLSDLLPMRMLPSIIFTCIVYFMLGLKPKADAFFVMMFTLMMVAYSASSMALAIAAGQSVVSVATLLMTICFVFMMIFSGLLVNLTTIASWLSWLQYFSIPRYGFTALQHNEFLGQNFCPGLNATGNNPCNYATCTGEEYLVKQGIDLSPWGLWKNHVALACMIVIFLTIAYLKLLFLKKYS
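Times: 10 min at 25 °C | Test system: Two drug-resistant human cell lines, ABCG2 and ABCB1 | Quantity: 3 million cells/mL final, two lines in 1:1 ratio | Signal: Flow cytometry, 530 nm JC-1 signal | Dosing: Compound at 6.6 µM | Controls: Nicardipine and DMSO wells | Reagent: JC-1 as fluorescent efflux pump substrate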
Pf gametocyte: late stage P. falciparum gametocyte viability inhibitors, primary screen, ATP luminescence, HTS; hit rate 0.065% among 150,000; P. falciparum stage V gametocytes, 24 h; inhibition, % at 10.9 µM;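 active means inhibition above the mean plus 3 SD of compounds within the control limits, set per campaign, cut at about 38% in these data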;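 further: 0% = DMSO wells and 100% = medium only without gametocytes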
Rac1 wt modul: wildtype Rac1 GTP binding modulators, primary screen, biochemical, GST-Rac1 beads, flow cytometry, multiplex; fluorescent GTP binding; actives lie on both sides; 0 = cold GTP competed, 100 = untreated; GTP binding activity (% of control), % at 10 µM; hit rate 0.27% among 190,000;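 active means GTP binding activity at least 20 points away from the 100% control level, either lower or higher; inconclusive means compound flagged as likely green fluorescent, judged across all proteins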
Rac1 mut GTP: GTP binding modulators of activated mutant Rac1, primary screen, biochemical, bead-based flow cytometry, multiplex, fluorescent GTP | Ras-related C3 botulinum toxin substrate 1 (Homo sapiens), P63000 | GST-Rac1 activated beads; actives lie on both sides; 100% means binding = to untreated wells | percent activity (GTP binding), % at 10 µM | hit rate 0.11% among 190,000;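 active means GTP binding at least 20 percentage points away from the 100% baseline, in either direction, so actives lie on both sides; inconclusive means Compound likely fluorescent itself, or too few beads counted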
Rab7 wt GTP bind: modulators of GTP binding to Rab7, primary screen, biochemical, wildtype, multiplex bead flow cytometry; GST-Rab7 beads, fluorescent GTP binding; actives lie on both sides; untreated = 100%, excess cold GTP = 0%; GTP binding activity (percent of control), % at 10 µM; AID 758, 2007; hit rate 0.055% among 190,000; Rab7 GTPase wild type (dog), Bodipy-FL-GTP binding;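 active means fluorescent GTP binding to Rab7 beads changed by at least 20 points from the 100% baseline, either direction, mostly lower; inconclusive means compound itself probably fluorescent, or too few beads counted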;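 further: median green fluorescence of bound Bodipy-FL-GTP per Rab7 bead population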
Cdc42 wt GTP: modulators of GTP binding to wildtype Cdc42, primary screen, biochemical, multiplex bead flow cytometry, Bodipy-GTP; hit rate 0.2% among 190,000; Cell division control protein 42 homolog (Homo sapiens), P60953; percent activity (GTP binding), % at 10 µM; GST-Cdc42 beads; actives lie on both sides;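 active means percent activity GTP binding at least 20 points away from the 100% baseline, either down as inhibitor or up as activator; inconclusive means compound flagged as likely green fluorescent from well-wide comparison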;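 further: median bead fluorescence of bound Bodipy-FL-GTP at 100 nM; 0% = excess unlabeled GTP control and 100% = no compound control; below 100% means less GTP binding so inhibitor and above means activator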
Target sequence (P60953 whole entry, looked up): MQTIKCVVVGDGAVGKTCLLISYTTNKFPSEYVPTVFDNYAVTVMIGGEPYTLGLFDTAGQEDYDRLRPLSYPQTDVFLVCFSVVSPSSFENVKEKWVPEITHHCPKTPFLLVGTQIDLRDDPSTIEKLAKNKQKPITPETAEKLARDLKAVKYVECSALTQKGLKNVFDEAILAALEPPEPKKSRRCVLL
ABCB1 block: ABCB1 efflux pump inhibitors, primary screen, cell-based, multiplex, flow cytometry, ABCG2 counter-screen; inhibition, % at 6.6 µM; hit rate 0.067% among 190,000; CCRF-Adr cells, JC-1 efflux; in the data active means inhibition above about 40%;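 further: 0% = vehicle and 100% = reference inhibitor; higher value means more JC-1 retained so stronger ABCB1 efflux block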
The depositor's hits bear a star; ? = inconclusive; / = not tested or not shown.

SMILES | GSH bead fluor | Rab2 wt GTP | Avidin fluor | HRas wt GTP | ABCG2 block | Pf gametocyte | Rac1 wt modul | Rac1 mut GTP | Rab7 wt GTP bind | Cdc42 wt GTP | ABCB1 block
CCOC(=O)c1c(C)[nH]c(C(=O)COC(=O)C2CC(=O)N(Cc3ccccc3)C2)c1C (stereo not given) | 239* | 101 | 97* | 103 | 3 | / | 106 | 100 | 101 | 106 | 0.6
Cc1ccc(C(=O)OCc2cc3ccccc3[nH]c2=O)cc1 | 24 | 100 | 10 | 103 | 1 | / | 100 | 98 | 103 | 102 | 0.2
COc1ccccc1-c1nnc(SCc2nc3ccccc3s2)n1C | 22 | 99 | 31 | 100 | 3 | / | 97 | 94 | 99 | 100 | 0.8
O=C(Nc1ccccn1)c1ccc2c(c1)OCCO2 | 9 | 96 | 12 | 93 | 1 | -5 | 94 | 94 | 90 | 94 | -0.3
COC(=O)c1cc(S(=O)(=O)NC2CCN(Cc3ccccc3)CC2)cn1C | 29 | 100 | 11 | 101 | -4 | -28 | 100 | 100 | 97 | 102 | -6.4
CCN(Cc1ccccc1)C(=O)c1ccc(CNS(=O)(=O)c2ccc(C)cc2)cc1 | 22 | 100 | 11 | 101 | 7 | 4 | 102 | 100 | 99 | 102 | -0.1
Cc1cccc(C(=O)N/N=C/c2ccncc2)c1 | 7 | 102 | 18 | 98 | 4 | -8 | 95 | 100 | 104 | 95 | 0.3
O=C(Nc1nnc(-c2ccc(F)cc2)o1)c1cccc([N+](=O)[O-])c1 | 10 | 92 | 10 | 95 | 5 | / | 97 | 90 | 113 | 91 | -0.3
FC(F)(F)c1ccc(CN2CCCCCC2)cc1 | 12 | 105 | 11 | 104 | 4 | / | 107 | 102 | 106 | 108 | 0.5
CCOC(=O)Cc1csc(NC(=O)COc2ccc(N(C)S(=O)(=O)c3ccc(C)cc3)cc2)n1 | 29 | 100 | 13 | 100 | 2 | -23 | 102 | 98 | 99 | 101 | 0.4
O=C(CSc1ncccn1)NC(=O)c1ccccc1 | 11 | 100 | 15 | 100 | 2 | -8 | 100 | 95 | 105 | 97 | 0.2
COc1ccc(-n2c(Cc3cc(=O)[nH]c(=O)[nH]3)nnc2SCC(=O)Nc2cc(C(F)(F)F)ccc2Cl)cc1 | 13 | 94 | 6 | 97 | 0 | 3 | 99 | 93 | 94 | 95 | 0.1
COC(=O)c1sc2[nH]c(=S)n(N)c(=O)c2c1C | 13 | 100 | 29 | 101 | 0 | / | 100 | 95 | 108 | 95 | -0.2
CCOC(=O)c1ccc(N=c2sc(C(=O)OC)cc(=O)n2Cc2ccco2)cc1 | 12 | 102 | 7 | 100 | 2 | / | 107 | 102 | 103 | 101 | 0.3
CCC/C(O)=C1\C(=O)CC(C)(C)CC1=Nc1ccccc1O | 9 | 99 | 13 | 96 | 1 | / | 98 | 94 | 103 | 95 | 0.8
Cc1ccc(NC(=O)CSc2n[nH]c(=O)n2C2CC2)cc1S(=O)(=O)N1CCOCC1 | 7 | 97 | 15 | 100 | 7 | / | 102 | 99 | 100 | 103 | 5.2
Cc1[nH]n(-c2ccc(Br)cc2)c(=O)c1C=Nc1ccc(S(=O)(=O)Nc2nccs2)cc1 | 10 | 90 | 13 | 93 | -2 | 11 | 97 | 96 | 92 | 100 | -0.7
CC(=O)NCC(=O)N(Cc1ccco1)C1(C(=O)NC2CCCC2)CCCCC1 | 9 | 99 | 6 | 97 | -1 | -5 | 96 | 93 | 104 | 87 | 0.1
Cc1cc2nnc(SCC(=O)N3CCCCCC3)n2c(N)n1 | 10 | 99 | 13 | 100 | 0 | 8 | 99 | 97 | 106 | 99 | -0.2
CCOC(=O)N1CCC(N2Cc3cccc(C(=O)N4CCN(C5CCCCC5)CC4)c3C2=O)CC1 | 21 | 104 | 5 | 99 | -3 | / | 105 | 99 | 99 | 101 | -1.6
Cc1n[nH]c(=S)n(/N=C/c2ccccn2)c1=O | 14 | 100 | 24 | 101 | 0 | / | 106 | 96 | 102 | 106 | 0.0
Cc1ccccc1OCC(=O)NCCC1=CCCCC1 | 11 | 101 | 6 | 102 | -3 | / | 104 | 103 | 99 | 102 | /
COc1ccc(CN(C#N)c2nc(SC)nc(N(C)C)n2)cc1 | 34 | 92 | 6 | 97 | -2 | -5 | 98 | 92 | 98 | 93 | -1.9
Cc1cc(NC(=O)c2cc(S(=O)(=O)N3CCCCC3)ccc2C)n(-c2ccccn2)n1 | 27 | 99 | 11 | 99 | -4 | 0 | 99 | 100 | 97 | 98 | -2.2

Two compounds drawn at random from the list so far:
SMILES | GSH bead fluor | Rab2 wt GTP | Avidin fluor | HRas wt GTP | ABCG2 block | Pf gametocyte | Rac1 wt modul | Rac1 mut GTP | Rab7 wt GTP bind | Cdc42 wt GTP | ABCB1 block
Cc1n[nH]c(=S)n(/N=C/c2ccccn2)c1=O | 14 | 100 | 24 | 101 | 0 | / | 106 | 96 | 102 | 106 | 0.0
Cc1cc2nnc(SCC(=O)N3CCCCCC3)n2c(N)n1 | 10 | 99 | 13 | 100 | 0 | 8 | 99 | 97 | 106 | 99 | -0.2

The list goes on:
SMILES | GSH bead fluor | Rab2 wt GTP | Avidin fluor | HRas wt GTP | ABCG2 block | Pf gametocyte | Rac1 wt modul | Rac1 mut GTP | Rab7 wt GTP bind | Cdc42 wt GTP | ABCB1 block
CSc1nc(-c2ccccc2)[nH]c(=S)c1C(C)=O | 16 | 97 | 6 | 98 | 0 | / | 103 | 95 | 98 | 99 | 0.3
CCOC(=O)C1C(c2ccc(O)c(OCC)c2)NC(=S)NC1(O)C(F)(F)F (stereo not given) | 26 | 104 | 17 | 103 | 19 | / | 106 | 100 | 103 | 102 | 1.0
CC(C)NC(=O)CN1CCN(C(=O)CCl)CC1 | 7 | 99 | 21 | 96 | 0 | -13 | 98 | 96 | 102 | 96 | -0.2
Cc1cc(C)n(CC(O)Cn2c3ccccc3c3ccccc32)n1 (stereo not given) | 11 | 100 | 9 | 103 | 3 | / | 104 | 101 | 101 | 102 | 0.4
CN(C)C=NC(=O)c1ccc(N2CCN(c3ncc(C(F)(F)F)cc3Cl)CC2)cc1 | 12 | 101 | 8 | 100 | 5 | / | 99 | 98 | 100 | 103 | 0.9
Cc1ccc(NC(=O)c2nn(C34CC5CC(CC(C5)C3)C4)cc2[N+](=O)[O-])cc1 | 81 | 97 | 9 | 97 | 7 | / | 96 | 94 | 98 | 95 | 0.7
O=S(=O)(c1ccc(Cl)cc1)N1CCN(c2nc(-c3cccs3)nc3ccccc23)CC1 | 5 | 99 | 14 | 101 | 1 | 6 | 103 | 98 | 102 | 100 | 1.7
CC(=O)c1ccc(N2CCN(S(=O)(=O)c3ccccc3)CC2)c(F)c1 | 8 | 98 | 9 | 98 | 3 | -1 | 100 | 97 | 103 | 97 | 1.0
Cc1c(Cl)ccc2c(C(=O)NCCN3CCCCC3)cc(-c3ccccn3)nc12 | 17 | 100 | 10 | 100 | 15 | 2 | 102 | 98 | 104 | 102 | -0.2
COc1ccccc1N1CC(C(=O)Nc2ccc(S(=O)(=O)N3CCOCC3)cc2)CC1=O (stereo not given) | 12 | 97 | 15 | 96 | 0 | / | 94 | 95 | 93 | 97 | 0.0
Cn1c(C(=O)NCc2cccs2)cc2c(=O)n(C)c3ccccc3c21 | 16 | 101 | 5 | 100 | 3 | / | 104 | 103 | 97 | 104 | 1.7
CCOc1ccc(Cc2nnc(N)s2)cc1OCC | 6 | 98 | 9 | 98 | 0 | 17 | 98 | 98 | 96 | 97 | 0.1
COc1ccc(-n2cnnc2SCc2ncc(-c3ccccc3)o2)cc1 | 11 | 100 | 18 | 102 | 5 | / | 105 | 97 | 102 | 104 | 0.6
CCCS(=O)(=O)N1CCC(C(=O)NCCCN(CC)c2cccc(C)c2)CC1 | 27 | 100 | 10 | 99 | 5 | / | 104 | 100 | 98 | 98 | 0.3
COc1ccccc1NC(=O)N1CCC(c2nnc(SCC(N)=O)n2C)CC1 | 28 | 96 | 14 | 96 | -4 | -9 | 97 | 95 | 100 | 96 | -6.6
COc1ccc(N(C(=O)Cn2nnc3ccccc32)C(C(=O)NCc2ccco2)c2ccc(C)o2)cc1 (stereo not given) | 252* | 101 | 6 | 104 | 5 | 2 | 106 | 100 | 99 | 105 | 1.8
CN1CCN(c2nc(-c3cccs3)cs2)CC1 | 11 | 96 | 11 | 95 | 2 | / | 97 | 96 | 97 | 96 | -0.1
COc1ccc(-c2nc3c(c4nnc(SC(C)C(=O)Nc5ccccc5)n24)COC(C)(C)C3)cc1 (stereo not given) | 14 | 101 | 18 | 101 | 15 | 7 | 103 | 99 | 98 | 105 | 14
Cc1ccc(OCC(=O)NCc2ccco2)cc1C | 34 | 100 | 15 | 98 | 1 | / | 102 | 97 | 98 | 99 | -0.7
Cc1nc(Nc2ccc3c(c2)OCCO3)c2nnn(Cc3ccccc3Cl)c2n1 | 27 | 100 | 36 | 102 | 75 | / | 111 | 101 | 102 | 104 | 3.0
CCOC(=O)c1c(NC(=O)CSc2ncnc3[nH]ncc23)sc2c1CCC(C)C2 (stereo not given) | 12 | ? | 11 | ? | 17 | 13 | ? | ? | ? | ? | 1.0
N/C(=N\OC(=O)c1ccc2c(c1)OCO2)c1cccc(Br)c1 | 9 | 93 | 9 | 92 | -1 | 7 | 94 | 92 | 97 | 93 | -0.8
COc1cc(C(C)=O)ccc1COc1ccc(C(=O)OCC(=O)NC2CCS(=O)(=O)C2)cc1OC (stereo not given) | 6 | 97 | 8 | 98 | 2 | / | 99 | 99 | 98 | 99 | 0.0
COc1ccc(S(=O)(=O)N(C)C)cc1NCC(=O)Nc1cccc(C#N)c1 | 11 | 96 | 24 | 95 | 13 | -11 | 96 | 96 | 97 | 95 | 1.5
CSc1nc2c(cc1C#N)CCCCC2 | 9 | 98 | 5 | 99 | 1 | -18 | 108 | 98 | 101 | 105 | 0.1
